# Compound activity (PubChem BioAssay)
# HIF act – HIF pathway transcriptional activators, primary screen, cell-based, U2OS HRE-luciferase, luminescence; U2OS HRE-luciferase reporter; normalized: DMSO 0%, desferrioxamine 100%; activation, % at 7.5 µM (by protocol); hit rate 0.32% among 300,000; AID 1910, 2009;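 active means mean activation of at least 10% of the iron chelator positive control signal, with at least half of replicates also reaching 10%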
# SKKanGAS inh – S. pyogenes SKKanGAS growth inhibitors in kanamycin, primary screen, streptokinase expression inhibitor project, SKKanGAS strain, BacTiter-Glo luminescence; 6 h; inhibition, % at 7.5 µM; hit rate 1.3% among 300,000;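 active means mean replicate score, as percent of positive control median, at least 50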;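 further: strain carries kanamycin resistance gene driven by streptokinase promoter and grows in 40 µg/ml kanamycin; loss of luminescence reflects streptokinase promoter inhibition or plain growth inhibition; 0% = median of DMSO wells and 100% = positive control at its reference dose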
# RGS4 block – RGS4 inhibitors, primary screen, cell-based, HEK293 M3R inducible RGS4, calcium flux; AID 463165, 2010; hit rate 0.45% among 310,000; Fluo-4 calcium flux; hits give high values; triggered by carbachol at its EC20; B-score at 10 µM; Regulator of G-protein signaling 4 (Homo sapiens), P49798;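 active means B-score, a plate-corrected calcium signal, over three deviations above library mean, with baseline fluorescence within five deviations of library mean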;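 further: RGS4 expression induced by doxycycline in cells with stable M3 receptor; B-score is computed from the integrated fluorescence ratio over baseline after carbachol; higher B-score means a larger calcium signal and so more RGS4 inhibition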
# Target sequence (P49798 whole entry, looked up): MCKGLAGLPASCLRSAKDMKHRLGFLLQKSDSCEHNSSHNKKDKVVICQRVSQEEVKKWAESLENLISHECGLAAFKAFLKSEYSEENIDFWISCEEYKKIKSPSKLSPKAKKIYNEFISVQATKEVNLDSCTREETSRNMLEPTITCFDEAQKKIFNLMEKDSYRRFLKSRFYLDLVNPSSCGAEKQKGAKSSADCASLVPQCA
# MrgX1 PAM – positive allosteric modulators of MrgX1, primary screen, HEK293 cells, Fluo-4 calcium flux; B-score at 10 µM; Mas-related G-protein coupled receptor member X1 (Homo sapiens), Q96LB2; FDSS; hits give high values; hit rate 0.63% among 310,000;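 active means plate-corrected calcium response at least 3 library SD above typical, normal starting fluorescence, not activating the receptor alone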;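 further: compound read alongside a low EC10 to EC30 dose of BAM8-22 agonist; peak minus trough fluorescence over baseline measured at the second addition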
# Target sequence (Q96LB2 whole entry, looked up): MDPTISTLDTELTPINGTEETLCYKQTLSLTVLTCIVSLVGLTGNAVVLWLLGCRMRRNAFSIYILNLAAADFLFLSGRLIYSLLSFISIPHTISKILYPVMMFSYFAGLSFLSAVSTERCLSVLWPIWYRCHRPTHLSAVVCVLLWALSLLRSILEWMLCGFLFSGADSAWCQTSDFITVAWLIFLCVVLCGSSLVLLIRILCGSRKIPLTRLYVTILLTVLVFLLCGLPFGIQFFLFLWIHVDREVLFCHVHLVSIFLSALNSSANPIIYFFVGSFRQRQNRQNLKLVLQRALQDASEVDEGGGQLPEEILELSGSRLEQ
# MrgX1 antag – antagonists of human MrgX1 receptor, primary screen, HEK293 cells, Fluo-4 calcium flux | Mas-related G-protein coupled receptor member X1 (Homo sapiens), Q96LB2 | BAM8-22 antagonism; hits give low values | B-score at 10 µM | hit rate 1.3% among 310,000 | AID 588676, 2011;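 active means calcium-response B-score plate-corrected more than 3 library SD below zero, starting fluorescence within 5 deviations, no agonist response on first addition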;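 further: peak minus trough fluorescence over baseline after final BAM8-22 challenge near maximal dose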
# RGS4 act – RGS4 potentiators or activators, primary screen, cell-based, HEK293 M3R inducible RGS4, calcium flux; carbachol calcium flux Fluo4; hits give low values; B-score at 10 µM; hit rate 0.92% among 310,000;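 active means B-score of the integrated calcium signal more than 4 SD below the library mean, with starting fluorescence not abnormally high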;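 further: negative B-score means reduced calcium response which marks RGS4 activation or potentiation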
#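 Detection: kinetic calcium fluorescence imaging with Fluo4-AM dye, 2 µM / Material: HEK293 cells with stable M3R and inducible RGS4 / Schedule: recording 10 s baseline at 1 Hz, 100 s post-agonist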
# TRPC6 activator – mouse TRPC6 channel activators, primary screen, cell-based, HEK293, membrane potential dye. hit rate 0.13% among 310,000. HEK293-TRPC6 membrane potential dye fluorescence; hits give high values. B-score at 10 µM. Short transient receptor potential channel 6 (Mus musculus), Q61143;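 active means B-score of the integrated fluorescence ratio above library mean plus 3 SD, and starting fluorescence ratio within library mean plus 5 SD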;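 further: higher score means more depolarization so channel activation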
# Platelet DG rel – inhibitors of platelet dense granule secretion, primary screen, cell-based, MLPCN, human platelets; inhibition, %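 (compounds screened at 7.5 µM in platelet-rich plasma)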; human platelet-rich plasma, SFLLRN dense granule ATP release, luminescence; hit rate 0.22% among 300,000;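 active means mean replicate score, as percent of positive control, at or above 50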
# TRPC4 inh – inhibitors of mouse TRPC4 channel, primary screen, Fluo4 calcium, HEK293 TRPC4beta/mu-opioid cells; Short transient receptor potential channel 4 (Mus musculus), Q9QUQ5; DAMGO-evoked Fluo4 calcium flux; hits give low values; B-score at 10 µM; hit rate 0.39% among 300,000;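 active means B-score over 3 SD under the library average, no early fluorescence shift, positive overall ratio signal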
#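 Assay system: HEK293 cells with stable TRPC4beta plus mu-opioid receptor expression. Dosing: single dose. Measured by: Fluo4 Ca2+ flux fluorescence. Also added: DAMGO in two steps, submaximal then maximal. Read-out: B score from integrated Fluo4 fluorescence ratio.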
# TRPC6 inhibitor – mouse TRPC6 channel inhibitors, primary screen, cell-based, HEK293, membrane potential dye; B-score at 10 µM; Short transient receptor potential channel 6 (Mus musculus), Q61143; hit rate 1.1% among 310,000; ACh-evoked depolarization; hits give low values;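 active means B-score under library mean minus 3 SD, initial fluorescence not abnormally high, positive integrated signal ratio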;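 further: B-score derived from integrated fluorescence ratio over the kinetic read; more negative B-score means stronger inhibition of depolarization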
# MrgX1 ag – agonists of human MrgX1 receptor, primary screen, HEK293 cells, Fluo-4 calcium flux; Mas-related G-protein coupled receptor member X1 (Homo sapiens), Q96LB2; Fluo-4 calcium fluorescence, agonist mode; hits give high values; B-score at 10 µM; hit rate 0.44% among 310,000;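 active means calcium response B-score plate-corrected fluorescence ratio at least 3 library SD, with starting fluorescence B-score inside 5 SD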
#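 Test system: HEK293 cells stably expressing human MrgX1 receptor; amount: 15,000 cells per well; doses: compound delivered in addition one of three; times: overnight plating before 1 h dye loading; detection: Fluo-4 NW calcium-flux fluorescence, kinetic read; read-out basis: B-scored fluorescence response ratio; controls: positive and negative controls per plate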
# * = called active by the depositor; i = inactive; . = no result given.
SMILES,HIF act,SKKanGAS inh,RGS4 block,MrgX1 PAM,MrgX1 antag,RGS4 act,TRPC6 activator,Platelet DG rel,TRPC4 inh,TRPC6 inhibitor,MrgX1 ag
O=C(O)Cn1c(-c2ccccc2)cc2ccccc21,-20.0,1.7,i,i,i,i,i,-3.3,i,i,i
COc1ccc(/C(C#N)=C/c2c(-c3ccc(Cl)cc3)nc3c(C)cccn23)cc1,-0.1,7.2,i,i,i,i,i,-11.5,i,i,i
Cc1nccn1-c1ccc(C(F)(F)F)cc1NC=O,-0.4,-1.9,i,i,i,i,i,-1.3,i,i,i
CN=C(C)/C(C(=O)OC)=C(/O)c1c(F)cccc1F,0.0,0.0,i,i,i,i,i,-1.0,i,i,i
O=C(NCC1CCCO1)C(c1cccs1)N(C(=O)c1ccc(-c2ccccc2)[nH]1)C1CCCC1 (stereo not drawn),0.4,-1.7,i,i,i,i,i,-3.1,i,i,i
CCOC(=O)c1oc2ccc(S(=O)(=O)n3nc(-c4cc(OC)c(OC)c(OC)c4)cc3N)cc2c1C,-0.7,21.5,i,i,i,i,i,3.9,i,i,i
CCCOc1ccc(NC(=O)C2CC(=O)N/C(=N/N=C(\C)CCc3ccc4c(c3)OCO4)S2)cc1 (stereo not drawn),-0.8,6.1,i,i,i,i,i,21.1,i,i,i
CCCN1C(=O)C2(SC(NC(C)=O)=NN2C(C)=O)c2cc(C)ccc21 (stereo not drawn),-0.4,1.9,i,i,i,i,i,4.6,i,i,i
CC(C)CC(NC(=O)/C(=C\c1ccco1)NC(=O)c1ccco1)C(=O)O (stereo not drawn),0.5,3.7,i,i,i,i,i,15.8,i,i,i
CCOC(=O)C1(CCCc2ccccc2)CCN(C(=O)CCCn2cncn2)CC1,0.9,-8.2,i,i,i,i,i,5.5,i,i,i
Cc1ccc(Cn2nnc3c(=O)[nH]c(C4CCCN(C(=O)Nc5ccc(F)cc5)C4)nc32)cc1 (stereo not drawn),-0.5,12.7,i,i,i,i,i,12.9,i,i,i
O=C1CSC(c2ccc([N+](=O)[O-])cc2)N1c1ccccc1 (stereo not drawn),-3.8,-1.5,i,i,i,i,i,-7.6,i,i,i
O=C(N/C(=C\c1ccc(Br)cc1)C(=O)N1CCOCC1)c1ccco1,-0.5,-2.8,i,i,i,i,i,5.4,i,i,i
CCN(CC)C(=O)/C(=C/c1cccc([N+](=O)[O-])c1)NC(=O)c1ccco1,-0.3,10.6,i,i,i,i,i,4.3,i,i,i
COc1ccccc1NC(=O)Cn1cc(C#N)c2ccccc21,-0.1,-8.6,i,i,i,i,i,-0.8,i,i,i
CCCCCCc1c(O)nc(SCCN2CCOCC2)[nH]c1=O,-0.2,-5.9,i,i,i,i,i,2.1,i,i,i
COc1ccccc1NC(=O)N1CCN(CCc2ccccc2)CC1,0.1,15.3,i,i,i,i,i,-14.2,i,i,i
Cc1cc(NC(=O)CCC(=O)N(Cc2ccco2)C2(C(=O)NC3CCCC3)CCCCC2C)no1 (stereo not drawn),-0.3,11.7,i,i,i,i,i,-2.5,i,i,i
Cc1ccc(-n2nc3c(c2NC(=O)c2ccc4c(c2)OCO4)CS(=O)C3)cc1 (stereo not drawn),0.5,-1.2,i,i,i,i,i,5.3,i,i,i
COc1ccccc1/C=N/N1C(=O)c2cccc3cccc(c23)C1=O,0.2,-0.4,i,i,i,i,i,-1.4,i,i,i
COc1ccc(CNC(=O)C2CCCN(S(=O)(=O)c3ccc(F)cc3)C2)cc1 (stereo not drawn),0.0,-4.4,i,i,i,i,i,-29.3,i,i,i
COc1ccc(Br)cc1C1CC(=O)N2CN(Cc3ccccc3)CSC2=C1C#N (stereo not drawn),-0.3,4.0,i,i,i,i,i,1.9,i,i,i
COc1ccc(C2c3ccc(O)cc3Oc3ncn(CCCO)c(=N)c32)cc1 (stereo not drawn),-0.5,-7.7,i,i,i,i,i,3.7,i,i,i
COc1ccccc1C1/C(=C(/O)c2ccc(Cl)cc2)C(=O)C(=O)N1CCN1CCOCC1 (stereo not drawn),-0.5,0.4,i,i,i,i,i,-6.1,i,i,i
COc1ccc(Cl)cc1Nc1nc(-c2sc(NC(=O)C(C)(C)C)nc2C)cs1,-0.7,15.8,i,i,i,i,i,-4.9,i,i,i
CCCSCCCNC(=O)CN1C(=O)COc2ccc(S(=O)(=O)N3CCCC3)cc21,-0.3,-3.7,i,i,i,i,i,-1.1,i,i,i
CCC(Oc1ccccc1F)C(=O)Nc1ccc2c(c1)n(C)c(=O)n2C (stereo not drawn),-0.5,-5.7,i,i,i,i,i,7.4,i,i,i
C/C(=N\NC(=O)CSc1nc2ccccc2o1)c1ccc(O)cc1,-0.1,4.1,i,i,i,i,i,-0.3,i,i,i
Cc1nn(C)c(Oc2ccccc2)c1CCNS(=O)(=O)c1ccc(F)cc1,0.6,-4.3,i,i,i,i,i,3.6,i,i,i
CC1=CC(c2ccc(Cl)cc2)n2nc(NC(=O)CCC(=O)O)nc2N1 (stereo not drawn),0.0,0.1,i,i,i,i,i,8.1,i,i,i
O=C(COc1nncc2ccccc12)Nc1c(F)c(F)c(F)c(F)c1F,-1.1,7.7,i,i,i,i,i,8.4,i,i,i
COc1ccc(-c2nnc(SCC(=O)N(C)C3CCS(=O)(=O)C3)n2N)cc1OC (stereo not drawn),-0.9,7.4,i,i,i,i,i,3.8,i,i,i
Cc1cc(C)c(NC(=O)COC(=O)CSc2ccc(Br)cc2C)c(C)c1,0.1,-1.9,i,i,i,i,i,-1.9,i,i,i
O=C1c2ccccc2NC2CCCCC12 (stereo not drawn),0.0,-15.2,i,i,i,i,i,-3.2,i,i,i
O=C(NCCC1=CCCCC1)c1ccc(Br)o1,2.3,2.0,i,i,i,i,i,1.7,i,i,i
NC(=O)COc1ccc(-c2noc(COc3ccccc3[N+](=O)[O-])n2)cc1,0.8,-6.3,i,i,i,i,i,2.6,i,i,i
CCOc1ccccc1CNC(=O)C1CCCN(c2nn3c(=O)cc(C)nc3s2)C1 (stereo not drawn),0.4,1.5,i,i,i,i,i,-2.8,i,i,i
Cc1cccc(NC(=O)c2cc(-c3cc(C)cc(C)c3O)n[nH]2)c1,1.2,23.1,i,i,i,i,i,-0.5,i,i,i
NC(=O)CN1C(=O)C(O)(CC(=O)/C=C\C=C\c2ccccc2)c2ccccc21 (stereo not drawn),-0.1,-16.3,i,i,i,i,i,-1.8,i,i,i
O=c1[nH]cnc2c1C(c1ccccc1[N+](=O)[O-])c1c(nc[nH]c1=O)O2,0.3,2.2,i,i,i,i,i,-5.7,i,i,i
CCC(Oc1ccccc1C)C(=O)Nc1ccc(S(=O)(=O)Nc2cc(C)on2)cc1 (stereo not drawn),-0.3,3.1,i,i,i,i,i,14.9,i,i,i
O=C1c2ccccc2-c2nnc(-c3ccccc3)cc21,-1.6,24.1,i,i,i,i,i,23.8,i,i,i
CC1(C)CC(NCc2cccc([N+](=O)[O-])c2)CC(C)(C)N1,1.1,-0.4,i,i,i,i,i,-1.1,i,i,i
CC1CCc2c(nc3ncnn3c2NCCN(C)C)C1 (stereo not drawn),0.5,2.0,i,i,i,i,i,-0.7,i,i,i
COC(=O)c1sccc1NC(=S)N1CC(C)CC(C)C1 (stereo not drawn),-0.1,5.9,i,i,i,i,i,3.4,i,i,i
Cn1c(N)c(C(=O)COC(=O)c2cc(C(F)(F)F)nc3ccccc23)c(=O)n(C)c1=O,0.6,6.0,i,i,i,i,i,-3.5,i,i,i
O=C(Oc1cccnc1)c1cc2ccccc2oc1=O,0.0,-2.5,i,i,i,i,i,-4.8,i,i,i
CC(=O)Nc1ccc(C(=O)CSc2nccc(=O)[nH]2)cc1,0.4,-1.4,i,i,i,i,i,3.9,i,i,i
O=C(O)c1cc(-c2cc3ccccc3o2)nn1-c1ccccc1,-0.2,-3.8,i,i,i,i,i,-4.4,i,i,i
COc1ccc(N2C(=O)C3CCCN3C2c2cc(OC)c(OC)cc2OC)cc1 (stereo not drawn),0.2,-7.5,i,i,i,i,i,2.0,i,i,i

# Next part
SMILES,HIF act,SKKanGAS inh,RGS4 block,MrgX1 PAM,MrgX1 antag,RGS4 act,TRPC6 activator,Platelet DG rel,TRPC4 inh,TRPC6 inhibitor,MrgX1 ag
N/C(Cc1ccc(Cl)cc1)=N\OC(=O)c1ccc2ccccc2c1,-0.1,-3.7,i,i,i,i,i,-4.6,i,i,i
Cc1ccc(S(=O)(=O)NC2CCOC(C)(C)C2)cc1 (stereo not drawn),3.0,-0.6,i,i,i,i,i,1.8,i,i,i
CCCc1nc(NC(C)=O)c(C#N)c(-c2ccco2)c1CC,.,-1.7,i,i,i,i,i,-4.7,i,i,i
CCOc1ccc(NC(=O)c2nsc(Cl)c2Cl)cc1,3.0,-4.4,i,i,i,i,i,1.8,i,i,i
CCOC(=O)C1CCN(S(=O)(=O)c2ccc3c(c2)CC(=O)N3C)CC1,-0.4,1.7,i,i,i,i,i,-14.5,i,i,38.8*
O=C(c1ccc2nc(N3CCCCC3)sc2c1)N1CCN(Cc2ccc3c(c2)OCO3)CC1,1.9,2.4,i,i,i,i,i,-9.6,i,i,i
Cc1cc(-c2nnc(CCC(=O)NCc3ccc(OC(F)(F)F)cc3)o2)no1,0.6,-0.5,i,i,i,i,i,0.7,i,i,i
CCN(CC)c1ccc(C(=O)OCC(=O)c2ccco2)cc1,0.4,-3.9,i,i,i,i,i,.,i,i,i
CCNc1nc(NC#N)nc(SCC(=O)OCC)n1,0.1,-6.4,i,i,i,i,i,54.9*,i,i,i
CCOC(=O)C1CCCN(C(=O)c2cc(-c3ccncc3)nc3ccccc23)C1 (stereo not drawn),0.2,-1.0,i,i,i,i,i,-0.2,i,i,i
C=CCn1c(C)cc(C(=O)CSc2nc3ccccc3[nH]2)c1C,-1.8,1.3,i,i,-6.66*,i,i,-5.4,i,i,i
